Screens deposited in PubChem by Sanford-Burnham Center for Chemical Genomics.
NALP3 yeast inh = blocks the NALP3 inflammasome reconstituted in yeast. 330,000 compounds, 0.39% hits. Yeast reconstituted NLRP3/ASC/caspase-1, beta-gal luminescence, 24 h. AID 2825. inhibition, % at 10 µM;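 active = inhibition of 50% or more; inactive = inhibition below 50%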;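 also: plate controls were induced DMSO wells for no effect and uninduced yeast grown without galactose for full effect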
APJ ag = APJ receptor agonism | P35414 | CHO-K1 APJ PathHunter beta-arrestin, luminescence; 0% DMSO wells, 100% apelin | activation, % at 20 µM | 330,000 compounds, 0.11% hits;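 active = activation more than six SD over the plate average, tested at 20 µM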;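 also: 0% = DMSO alone and 100% = apelin-13 at 10 nM; some results filed as inactive read as strong as hits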
Target sequence (P35414 whole entry, looked up): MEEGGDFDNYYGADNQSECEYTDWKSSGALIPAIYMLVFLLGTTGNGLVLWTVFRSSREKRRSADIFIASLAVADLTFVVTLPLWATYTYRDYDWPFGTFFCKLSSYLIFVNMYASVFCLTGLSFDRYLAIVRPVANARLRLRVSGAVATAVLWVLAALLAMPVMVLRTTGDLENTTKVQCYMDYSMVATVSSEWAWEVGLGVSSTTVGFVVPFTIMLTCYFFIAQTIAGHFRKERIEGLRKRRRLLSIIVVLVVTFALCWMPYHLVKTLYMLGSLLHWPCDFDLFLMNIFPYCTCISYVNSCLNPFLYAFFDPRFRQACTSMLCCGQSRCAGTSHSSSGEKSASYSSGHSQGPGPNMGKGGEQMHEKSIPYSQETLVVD
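Assay system: CHO-K1 cells stably expressing ProLink-tagged human APJ and arrestin–beta-gal acceptor. Compound dosing: 20 µM single point, 1% DMSO. Times: 16-18 h seeding, 90 min dark compound exposure, 60 min detection. Detection: beta-gal luminescence. Evaluation: APJ–arrestin association signal. Controls: negative DMSO alone, positive Apelin-13 at 10 nM.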
NR3A LBD binder = NR3A (human) ligand-binding domain modulation; NR3A LBD differential scanning fluorimetry, Tm shift; 0% = protein alone, 100% = glycine-bound protein; 340,000 compounds, 2.5% hits; AID 1259313; Tm shift relative to glycine control, % at 25 µM;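 active = melting temperature shift of at least 10% of the positive control shift, at one fixed dose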
MIN6 prolif = induces beta-cell replication in MIN6 cells | 330,000 compounds, 0.29% hits | MIN6 cells proliferation, ATPlite luminescence, 48 h; cells starved in 0.2% serum; 100% = growth in 10% serum | AID 2380 | proliferation, % at 10 µM;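 active = compounds whose signal lies at least 3.5 SD above the mean of all wells on their plate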;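 also: 0% = DMSO-treated cells in low-serum medium and 100% = 10% serum control; some compounds called inactive have numbers as strong as hits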
tim10-1 inh = tim10-1 yeast growth inhibition; S. cerevisiae tim10-1 ts strain growth, BacTiter-Glo, 24 h; 330,000 compounds, 2.2% hits; AID 463190; inhibition, % at 20 µM;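 active = inhibition of at least 40%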;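 also: mutant grown at 25 °C; 0% = DMSO wells with yeast and 100% = wells holding no yeast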
TIM10 inh = TIM10 yeast growth inhibition | 330,000 compounds, 1.4% hits | AID 463195 | inhibition, % at 10 µM | S. cerevisiae TIM10 strain growth, BacTiter-Glo luminescence, 24 h;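 active = inhibition of 40% or more at the single tested concentration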;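 also: wild-type TIM10 isogenic control strain grown at permissive 25 °C; 0% = DMSO yeast wells and 100% = minimal medium wells without yeast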
MPTP block = permeability transition pore inhibition | isolated mouse mitochondria, Ca2+ swelling absorbance, 30 min | 360,000 compounds, 1.4% hits | inhibition, % at 10 µM;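 active = inhibition of 50% or more, scaled per plate between neutral and stimulator controls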;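 also: 0% = DMSO wells given calcium and 100% = 1 mM EGTA wells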
APJ antagonist = blocks the human apelin receptor APJ; AID 2521; inhibition, % at 20 µM; 330,000 compounds, 0.32% hits; P35414; CHO-K1 APJ beta-arrestin complementation, luminescence;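 active = inhibition above about 40% at 20 µM, limit read from the data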;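 also: cells challenged with 10 nM apelin-13 agonist together with compound; plate controls were apelin-13 plus DMSO wells for no effect and DMSO wells lacking apelin-13 for full effect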
tim23-1 inh = growth inhibitors of tim23-1 mutant yeast | S. cerevisiae tim23-1 growth, BacTiter-Glo luminescence, 24 h | inhibition, % at 20 µM | 330,000 compounds, 1.3% hits;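 active = growth inhibition of the mutant yeast at or above 50%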;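 also: temperature-sensitive mutant grown at 25 °C; plate controls were DMSO-treated mutant yeast for no effect and medium wells lacking yeast for full effect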
Starred values were filed as active, the others as inactive; / = not tested or not shown.

SMILES	NALP3 yeast inh	APJ ag	NR3A LBD binder	MIN6 prolif	tim10-1 inh	TIM10 inh	MPTP block	APJ antagonist	tim23-1 inh
CCOc1ccc2c(c1)c1nnc(SCC(=O)N3CCCCC3C)nc1n2C (stereo not drawn)	19	-3	-2	-2	26	20	2.3	11	14
Cn1nnnc1SCCNCc1cc(Cl)ccc1OCc1ccccc1	17	2	-2	0	11	13	83*	-1	2
COc1ccccc1C(=O)N1CCC(C(=O)c2ccc(F)cc2)CC1	3	-1	4	-2	5	-4	2.6	7	10
O=C(Nc1ccc(Cl)cc1)C1CCCC1	26	-3	1	-3	12	5	4.5	2	19
CN(C)C(/C=C/Nc1cccc([N+](=O)[O-])c1)=C(C#N)C#N	8	-1	4	8.1*	12	12	-2.3	-12	-9
O=C(NCCC1=CCCCC1)C1CCN(C(=O)c2ccc(Br)cc2)CC1	23	-5	2	0	5	8	-1.2	7	20
Cc1cccc(C(=O)NCC(=O)N2CCN(S(=O)(=O)c3cc(C)ccc3C)CC2)c1	15	-4	-2	-2	14	-2	0.3	5	18
O=c1cnn(-c2ccccc2)c(-c2ccccc2)c1	56*	0	2	-3	54*	76*	-0.8	3	65*
CN(C)C(C(=O)NC1CCCCC1)c1ccc(Cl)cc1 (stereo not drawn)	4	-5	1	1	12	-16	-0.8	-5	-4
COc1cccc(CCc2nnc(CCC(=O)NCCc3cccc(C)n3)o2)c1	12	-1	-1	-1	3	1	-3.3	24	11
N#Cc1c(-c2ccccc2Cl)cc(-c2ccccc2)nc1Br	32	1	-2	-5	-11	7	7.0	-1	25
O=C(NCC1CCCN1S(=O)(=O)c1cccs1)C(=O)Nc1ccc(F)cc1 (stereo not drawn)	1	-2	1	3	6	-8	-2.6	21	7
C[C@@H](C(=O)Nc1ccc2ccccc2c1)[C@@H]1C[C@@]1(C)[C@@H](NC(=O)c1cnccn1)c1ccccc1	2	-6	-4	-5	-6	0	0.1	9	-3
CC(/C=N/Nc1nc(C)cc(C)n1)=C\c1ccc(C(C)C)cc1	-3	2	-1	0	46*	20	1.9	2	39
O=C(Nc1cc(S(=O)(=O)N2CCOCC2)ccc1OCC(F)(F)F)c1ccc(N2CCCC2=O)cc1	19	1	0	2	-3	3	-1.0	11	-10
Cn1c(C(=O)O)c(CC(=O)NCc2cccnc2)c2ccccc21	9	4	1	-1	13	-6	-0.8	3	7
CCOc1ccc(S(=O)(=O)NC2CC2)cc1	14	-5	1	4	-2	-7	0.3	9	6
O=C(CN1C(=O)CSc2ccc(S(=O)(=O)N3CCOCC3)cc21)NCCCN1CCCCC1	1	5	2	-2	14	16	-1.4	6	7
C[C@H](CO)N1C[C@H](C)[C@H](CN(C)CC2CC2)Oc2ccc(NC(=O)CCN3CCOCC3)cc2C1=O	5	-4	1	-1	5	-3	-0.1	-11	9
O=C(COC(=O)c1cc(Cl)ccc1[N+](=O)[O-])NCc1ccc(Cl)cc1Cl	-5	-2	-13	-3	21	17	0.3	-18	32
CCOC(=O)N1CCN(C(=S)NC(=O)/C=C/c2ccc(C)cc2)CC1	0	-7	1	5	25	2	-0.3	10	31
CCc1nnc(NS(=O)(=O)c2ccc(N=Cc3c(C)[nH]n(-c4ccc(Cl)cc4)c3=O)cc2)s1	20	-2	13*	0	8	16	6.9	5	14
O=S(=O)(NCC1CCCO1)c1ccc(S(=O)(=O)N(Cc2ccccn2)C2CC2)cc1 (stereo not drawn)	4	-3	-3	-4	3	-23	0.7	3	-13
Cc1cc(N/N=C/c2ccccc2O)c2ccccc2n1	26	0	-8	-5	29	59*	13	-21	32
O=C(Cc1ccccc1)Nc1c[nH]c(=O)[nH]c1=O	8	-1	-5	3	-11	0	0.0	8	-9
O=C(CN1CCCCC1)N/N=C/c1cccc(Cl)c1	13	-1	0	-1	-8	-8	0.3	10	-7
COc1cc2c(cc1OC)C(C)N(CCc1ccc(Cl)cc1)CC2 (stereo not drawn)	29	-4	3	-2	21	8	-1.3	-1	-9
Cc1ccccc1NC(=O)c1c([N+](=O)[O-])cnn1C	20	-1	2	-2	5	-3	2.2	8	0
COc1ccc(N2CCN(C(=O)C3CC(=O)N(c4ccc(C)cc4)C3)CC2)cc1 (stereo not drawn)	4	-1	-1	2	25	-3	-0.2	7	14
CN(C)c1ccc(/C=C2\N=C(c3ccc(Cl)c([N+](=O)[O-])c3)NC2=O)cc1	14	-10	-4	-5	-2	10	23	52*	6

Overlap with the part before: 2 entries; new compounds follow.
SMILES	NALP3 yeast inh	APJ ag	NR3A LBD binder	MIN6 prolif	tim10-1 inh	TIM10 inh	MPTP block	APJ antagonist	tim23-1 inh
COc1ccc(N2CCN(C(=O)C3CC(=O)N(c4ccc(C)cc4)C3)CC2)cc1 (stereo not drawn)	4	-1	-1	2	25	-3	-0.2	7	14
CN(C)c1ccc(/C=C2\N=C(c3ccc(Cl)c([N+](=O)[O-])c3)NC2=O)cc1	14	-10	-4	-5	-2	10	23	52*	6
CS(=O)c1ccccc1-c1nc(-c2cc(C(F)(F)F)cc(C(F)(F)F)c2)no1 (stereo not drawn)	1	-7	-1	-3	3	19	-2.7	17	16
CS(=O)(=O)N1CCN(C(=O)c2ccc(Br)s2)CC1	1	-4	0	-1	-8	-2	0.0	-12	0
Cc1ccccc1CC1(CO)CCCN(C(=O)c2ccccc2N(C)C)C1 (stereo not drawn)	24	-3	-2	-4	37	5	-0.5	2	27
COc1ccc2oc(C(=O)Nc3nnc(C)s3)c(C)c2c1	12	-4	2	-7	-15	9	-0.9	-6	-6
O=C1Nc2ccccc2C1Cc1ccc(OC(F)(F)F)cc1 (stereo not drawn)	6	-1	0	-5	12	6	3.0	-3	25
CN(C)c1ccc(C(=O)OCC(=O)NCCCc2ccccc2)cc1	33	-2	0	8	27	29	-0.3	3	26
Cc1cccc(CSc2nnc([C@@H]3CCCN3)o2)c1	16	3	1	-3	17	5	2.0	4	8
COc1cc(OC)cc(C(=O)Nc2sc3c(c2C(N)=O)CCC3)c1	21	-6	0	-3	18	9	1.0	16	-6
O=C1N=C(N2CCOCC2)S/C1=C\c1cccs1	14	-4	0	-3	-1	-1	-1.4	13	0
CCN(C(=O)c1cccs1)c1nc(-c2ccc(OC)cc2)cs1	17	-7	-3	-3	8	13	-0.5	5	21
O=C(CNC1CCCCCC1)c1cccs1	15	-11	0	0	23	-1	-0.3	67*	8
COc1cc(C(=O)NC(=S)Nc2ccc3c(c2)OCO3)cc(OC)c1OC	8	-2	0	2	7	22	2.9	8	16
CC(C)(C)[C@H]1C=C(C(=O)O)O[C@@H](OCCCCO)C1	9	-5	1	2	-2	-4	-1.0	-48	12
COc1ccccc1CNC(=O)C1CCCN(S(=O)(=O)c2cccs2)C1 (stereo not drawn)	8	-2	1	0	1	-22	0.7	-15	10
O=C1CCN(S(=O)(=O)c2ccc(Br)cc2)CCN1	5	0	-1	-1	10	9	0.4	17	1
Cc1cc(C)n(CC(O)COCc2ccco2)n1 (stereo not drawn)	-6	-2	-3	2	18	17	3.8	0	8
Clc1cccc(OCCN2CCNCC2)c1	18	-2	1	0	3	-4	-0.2	5	4
C/C(=N\Nc1ncnc2sc(C)c(C)c12)c1ccccn1	23	1	-2	-4	-1	14	-0.4	47*	27
COc1ccc(N(C(=O)Cc2cccs2)C2C=CS(=O)(=O)C2)cc1 (stereo not drawn)	-8	-3	-2	-2	13	3	2.3	9	8
COc1ccc(C)cc1N(CC(=O)N1CCCCCC1)S(C)(=O)=O	17	-4	2	-1	7	-8	1.0	9	10
O=C1c2ccccc2CCC12N=NCC2c1ccc(Br)cc1 (stereo not drawn)	-8	1	11*	1	24	9	0.5	-16	19
CN(C(=O)c1cccc(S(=O)(=O)N2CCCCC2)c1)C1CCS(=O)(=O)C1 (stereo not drawn)	-4	-2	1	2	-15	-5	-2.4	9	-5
CCCCCOC(=O)NCC(O)c1ccccc1 (stereo not drawn)	11	-4	-2	1	11	9	-0.6	8	8
COc1cccc(-c2coc3c(C)c4oc(=O)c(CCC(=O)O)c(C)c4cc23)c1	0	-5	/	-4	0	14	1.1	5	12
COc1ccc(C(C)=O)cc1COC(=O)c1ccc(OCc2c(C)noc2C)cc1	-1	-5	0	-3	21	9	-1.6	5	-11
O=S(=O)(Nc1cccc2cccnc12)c1ccccc1	11	-15	0	-4	26	33	-2.1	89*	23
CCOC(=O)c1ccc(NC2c3ccccc3C(=O)N2c2ccccn2)cc1 (stereo not drawn)	-7	-3	-1	-2	-2	-8	-1.1	12	7
CCOC(=O)C(=Cc1cn(C)c2ccc(S(=O)(=O)N(C)C)cc12)C(=O)OCC	-1	-2	1	-3	6	19	-1.4	20	10
CC1c2[nH]c3ccccc3c2C[C@H]2C(=O)N(CCO)CC(=O)N12 (stereo partly drawn)	7	-2	0	1	-7	1	1.2	13	1
O=C(CSc1nc2ncc(Cl)cc2[nH]1)N(Cc1ccccc1)C1CCS(=O)(=O)C1 (stereo not drawn)	5	3	-4	-1	9	7	-0.6	-6	17
O=C(Cn1nc(C(F)F)cc1C1CC1)NCCC1=CCCCC1	12	-4	-3	2	13	6	-0.4	2	13
CC(C)(C)OC(=O)CNC(=O)c1nc[nH]c1C(=O)N1CCN(c2ccccc2)CC1	4	-1	-3	-3	-10	6	-0.2	14	0
O=C(COC(=O)c1ccc(S(=O)(=O)N2CCCCCC2)cc1)NCc1ccc(F)cc1	10	7	2	5	1	-21	-0.5	25	5
CCNc1oc(/C=C/c2ccc(OCC)cc2)nc1C#N	25	-2	1	-1	22	4	1.2	-19	33
[O-][n+]1c(/C=C/c2ccccc2)ccc2ccccc21	14	-1	19*	-5	49*	23	0.0	17	50
Cc1ccc(NC(=O)CSc2nnc(N)s2)cc1S(=O)(=O)N1CCOCC1	21	0	3	-1	1	-3	-0.9	10	9
CCc1cc(=O)oc2cc(C)cc(OC(C)C(=O)NCCCn3ccnc3)c12 (stereo not drawn)	0	-3	1	0	10	2	-2.1	-26	0
Cc1cccnc1CN1CCN(C(=O)c2cc(COc3ccc4ncccc4c3)on2)CC1	9	3	5	-7	20	3	104*	10	25
COc1ccc(Nc2cc3n(c(=O)n2)CCc2cc(OC)c(OC)cc2-3)c(C)c1	-9	2	3	7	17	-6	-0.3	-3	4
CCc1ccc(CN(C)CC(O)COc2cccc3ccccc23)cc1 (stereo not drawn)	-4	-2	-1	-4	-145	-25	-1.0	5	-77
Cc1ccc(OCCC(=O)OC(C)C(=O)Nc2ccc(Cl)cn2)cc1 (stereo not drawn)	11	1	0	2	29	14	0.5	6	32
COc1ccc2c(C)cc(SCC(=O)Nc3nsc(-c4ccc(C)cc4)n3)nc2c1	37	-3	-1	-4	28	6	-1.0	9	12
COC(=O)c1cc(C(=O)Nc2cc(C)on2)cc([N+](=O)[O-])c1	30	1	-1	-2	-4	-2	0.2	4	24
COc1ccc(C)cc1NC(=O)C1CCN(S(C)(=O)=O)CC1	24	-2	-1	2	13	-1	-1.1	8	10
O=C(Nc1cccnc1)Nc1ccccn1	8	-2	0	-1	5	10	-0.2	-3	2
